Compound activity from PubChem.
NCF1 inh – p47phox/p22phox peptide binding inhibitors, primary screen, biochemical, uHTS, NADPH oxidase regulatory subunit; Neutrophil cytosol factor 1 (Homo sapiens), P14598; fluorescence polarization, 2 h; inhibition, % at 24.7 µM; 0.53% of 220,000 active;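 note: 0% = p47phox with labelled peptide and 100% = labelled peptide alone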
Target sequence (P14598 whole entry, looked up): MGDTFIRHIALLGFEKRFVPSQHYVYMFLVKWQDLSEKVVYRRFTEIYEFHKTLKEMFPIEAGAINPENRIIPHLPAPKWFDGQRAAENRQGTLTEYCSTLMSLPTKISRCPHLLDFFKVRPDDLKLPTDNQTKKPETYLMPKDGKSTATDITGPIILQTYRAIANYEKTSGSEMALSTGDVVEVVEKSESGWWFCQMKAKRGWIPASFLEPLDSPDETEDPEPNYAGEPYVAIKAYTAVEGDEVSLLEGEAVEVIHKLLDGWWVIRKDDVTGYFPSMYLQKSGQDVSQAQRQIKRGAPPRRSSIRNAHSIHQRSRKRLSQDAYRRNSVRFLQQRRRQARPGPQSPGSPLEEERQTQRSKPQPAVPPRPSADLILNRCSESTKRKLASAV
KLK5 inh – human KLK5 protease inhibitors, primary screen, biochemical, 1536-well | Kallikrein-5 (Homo sapiens), Q9Y337 | recombinant hK5, fluorogenic AMC substrate cleavage | inhibition, % at 5 µM | 0.59% of 210,000 active | AID 873, 2007;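 active = inhibition of 40% or more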;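 note: 0% = enzyme controls without compound and 100% = no-enzyme blanks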
thrombin 1536 – human alpha-thrombin inhibitors, primary screen, counter-screen for coagulation protease inhibitor project, biochemical, 1536-well, fluorogenic AMC substrate; 0.26% of 220,000 active; Boc-VPR-AMC fluorogenic substrate cleavage; inhibition, % at 5 µM; Prothrombin (Homo sapiens), P00734;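 active = inhibition at or above 40%; inactive = inhibition below 40%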;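 note: 0% = enzyme with no compound and 100% = wells without enzyme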
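Test system: human alpha-thrombin protein / Dosing: one concentration per compound, 5 µM, with 0.2% DMSO / Medium: pH 7.5 Tris-saline with Tween 20 / Benchmarks: no-compound enzyme wells and no-enzyme blanks / Read-out basis: percent inhibition of thrombin substrate cleavage / Timing: reaction at room temperature / Measured by: fluorescence, ex 355 nm, em 460 nm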
eIF4E 4G PPI – eIF4E–eIF4G protein interaction inhibitors, primary screen, biochemical, uHTS, TR-FRET, eIF4GI fragment | Eukaryotic translation initiation factor 4E (Mus musculus) + Eukaryotic translation … | TR-FRET eIF4E-eIF4GI(517-606) binding, 2 h | inhibition, % at 21.7 µM | 0.37% of 220,000 active | AID 782, 2007;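 note: 0% = full FRET control wells and 100% = background wells lacking eIF4GI fragment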
Furin inhibitor – human furin inhibitors, primary screen, biochemical, fluorescence intensity; P09958; purified furin, fluorogenic substrate cleavage; inhibition, % at 30 µM; 0.061% of 220,000 active; in the data active = inhibition above about 25%; note: inactives centre near -15
Cl transport mod – KCC2 cotransporter modulators, thallium flux, primary screen, cell-based, HEK293 KCC2, FluoZin-2 fluorescence, MLSMR; AID 1456, 2008; KCC2 cells, thallium flux FluoZin-2 fluorescence; 2.2% of 190,000 active; B-score of Tl+ flux slope (higher = more flux/activation; lower = inhibition) at 10 µM; Solute carrier family 12 member 5 (Homo sapiens), Q9H2X9;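 active = thallium flux slope and its plate-corrected score both differing from the plate sample mean at a set confidence after two filtering rounds, in either direction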;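 note: slope of fluorescence scaled to starting intensity during 10 to 20 s after thallium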
EBV gp42 block – Epstein-Barr virus gp42 inhibitors, primary screen, biochemical, uHTS, fluorescence polarization; Glycoprotein 42 (Epstein-Barr virus (strain AG876)), Q1HVG2; Fluorescence polarization binding assay, mP read-out; inhibition, % (tested at 21.74 µM); 0.42% of 220,000 active; AID 1085, 2008; in the data active = inhibition above about 50%
Target sequence (Q1HVG2 whole entry, looked up): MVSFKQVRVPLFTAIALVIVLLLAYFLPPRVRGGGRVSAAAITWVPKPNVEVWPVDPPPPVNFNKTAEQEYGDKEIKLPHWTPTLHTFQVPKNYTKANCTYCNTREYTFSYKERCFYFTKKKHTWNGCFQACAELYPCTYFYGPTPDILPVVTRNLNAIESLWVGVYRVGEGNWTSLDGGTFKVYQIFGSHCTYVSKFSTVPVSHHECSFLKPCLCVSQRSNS
14-3-3 Bad PPI – inhibitors of 14-3-3 zeta/Bad binding, primary screen, biochemical, TR-FRET, bovine 14-3-3 zeta. AID 781, 2007. inhibition, % at 21.7 µM. 0.71% of 220,000 active. 14-3-3 protein zeta/delta (Bos taurus), P63103. TR-FRET 14-3-3zeta/Dy647-pBad peptide displacement, 1 h;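 active = inhibition above about 70%, limit read from the data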;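 note: 0% = full 14-3-3 plus peptide FRET controls and 100% = background without 14-3-3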
Rad51 HR inh – human RAD51 strand exchange inhibitors, primary screen, biochemical, fluorescence; 0.085% of 200,000 active; hRad51 DNA strand exchange, fluorescence dequenching; inhibition, % at 10 µM; DNA repair protein RAD51 homolog 1 (Homo sapiens), Q06609; AID 1385, 2008;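 active = inhibition above 40% at the single screening dose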;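 note: 0% = DMSO control wells and 100% = blanks with heterologous ssDNA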
Target sequence (Q06609 whole entry, looked up): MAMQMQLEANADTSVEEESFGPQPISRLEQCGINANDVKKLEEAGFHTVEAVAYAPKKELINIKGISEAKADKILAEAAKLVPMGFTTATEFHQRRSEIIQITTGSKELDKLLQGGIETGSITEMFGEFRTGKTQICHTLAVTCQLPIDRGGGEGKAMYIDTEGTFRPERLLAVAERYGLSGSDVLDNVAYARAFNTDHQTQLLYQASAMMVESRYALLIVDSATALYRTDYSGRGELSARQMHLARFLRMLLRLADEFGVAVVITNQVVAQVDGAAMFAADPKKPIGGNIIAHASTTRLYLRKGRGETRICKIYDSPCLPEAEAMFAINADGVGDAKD
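Material: human Rad51–ssDNA filaments; Probe or stimulus: labelled 47-mer dsDNA for strand exchange; Doses: single 10 µM dose; Incubation: 37 °C 15-min filament assembly, 30-min compound preincubation, 15-min exchange; Technique: FRET fluorescence dequenching, excitation 485 nm, emission 520 nm; Measure: Fluorescence-based percent inhibition, control- and blank-normalised; Benchmarks: plate control and blank wells.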
The depositor's hits bear a star; . = no result given; [ ] = dose if it differs, or a comment.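 Rule for the calls, unless noted: active = inhibition above about 30% (limit read from the data); inactive = the rest.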

SMILES	NCF1 inh	KLK5 inh	thrombin 1536	eIF4E 4G PPI	Furin inhibitor	Cl transport mod	EBV gp42 block	14-3-3 Bad PPI	Rad51 HR inh
c1ccc(-c2nc(CSc3nnc(-c4cccs4)o3)cs2)cc1	-12	-19	-14	1	-25	-2.3	-7	-2	-6
O=C(NCc1ccc(OC(F)(F)F)cc1)C1CC(c2ccccc2C(F)(F)F)=NO1 (centres undefined)	-16	0	-3	-3	-21	-1	-25	-3	4
Cc1ccc(-n2c(COc3c(C)cccc3C)nnc2SCC(=O)Nc2nccs2)cc1	-12	4	-1	-7[fluorescence artefact?]	-22[20 µM]	0.97	8	-2[fluorescence artefact?]	3
COC(=O)c1[nH]c2cccc(Cl)c2c1NC(=O)CN(C)C1CCCCC1	-18	-22	-1	4	-41	-0.0035	-12	-11[fluorescence artefact?]	6
Cc1ccccc1S(=O)(=O)c1c(C)cc(C)n(CC(C)C)c1=O	0	-7	5	-7	-7[20 µM]	0.44	11	2	-7
CCCCNc1c([N+](=O)[O-])cc(C)cc1[N+](=O)[O-]	-4	19	2	7[fluorescence artefact?]	-24[20 µM]	.	5	-4	1
O=C(COC(=O)c1cc(=O)[nH]c(=O)[nH]1)Nc1cccc(S(=O)(=O)N2CCOCC2)c1	-6	1	-1	-2	-29	0.25	7	-5	.
CSc1cccc(NC(=S)N(Cc2ccc(C)cc2)Cc2ccccn2)c1	-14	-1	3	0	-12	-0.14	-8	-23	2
CCCOc1ccc(CNC(=O)Cn2c(=O)oc3ccccc32)cc1	2	-14	-8	0	-7	0.19	6	0	-5
COc1ccccc1N1CCN(C(=O)c2c(C)cc(=O)oc2C)CC1	-9	-8	2	-10[fluorescence artefact?]	-23	.	-3	1[fluorescence artefact?]	2
N#CCCn1c(SCC(=O)c2c[nH]c3ccccc23)nc2ccccc21	-15	-33	-14	2	1	.	-6	-11[fluorescence artefact?]	0
CCOC(=O)c1cnc2nc(NCc3ccc(OC)c(OC)c3)[nH]n2c1=O	-9	9	-5	4	-14[20 µM]	1.8	-4	24	-12
Oc1ccc(Cl)cc1C1=NCCNC(C(F)(F)C(F)F)=C1	-13	-17	-1	4	7[20 µM]	1.3	13	-15	2
O=C(CCCCCN1C(=O)CCC1=O)NCc1ccccc1	-6	2	2	-6	-32[20 µM]	0.1	-35	6	-3
O=C(C[n+]1cc2ccccc2c2ccccc21)c1ccccc1	-1	-16	-2	5	-21[20 µM]	-0.31	-11	16	2
C/C(=N/N1CCN(Cc2cccc3ccccc23)CC1)c1cccnc1	-3	-35	2	2	-27	-0.62	-6	-1	7
COC(=O)C1=C(O)C(C(=O)OC)C(c2ccc(C)cc2)C(C#N)(C#N)C1c1ccc(C)cc1 (centres undefined)	1	-3	-6	-2[fluorescence artefact?]	-23[20 µM]	.	7	-2	4
Cc1cccc(NC(=O)c2oc(=O)c3ccccc3c2-c2ccccc2)c1C	7	-14	-6	-3	-13	1.3	9	23	3
CCOC(=O)c1c(C)oc2ccc(O)cc12	-2	0	-3	-12	-17[20 µM]	.	-6	-4	4
CC(=O)c1cccc(Nc2nc(=O)c3cccnc3s2)c1	-10	5	8	14	-15[20 µM]	.	-15	6	-4
C=CCN=c1scc(-c2ccccc2)n1/N=C/c1ccccn1	-7	-3	-2	4	-5	-4.1*	-16	-1	-5
O=C(Nc1ccccc1N1CCN(C(=O)c2ccc(Cl)cc2)CC1)c1ccc(Br)cc1	-9	-16	-3	-14	-23[20 µM]	-0.41	-13	-18[fluorescence artefact?]	-1
COc1ccccc1C(=O)Nc1ccc(CN2CCCCC2)cc1	-5	4	-6	7	-13[20 µM]	0.63	-19	6	7
CC(C)N(Cc1ccccc1)C(=O)CSc1nccn1C	-3	0	-6	-4	-18	0.024	-2	-8	-6
COc1ccc2c3c([nH]c2c1)C(C)N(C(C)=O)CC3 (centres undefined)	-3	-3	-3	-3	-22	.	-13	0	-8
O=C(NC1=NCCS1)c1cccc(OC(F)F)c1	1	-3	5	2	-18	-0.84	-3	3	11
Cc1ccnc2nc(C(=O)OCC(=O)NC(=O)NCc3ccco3)nn12	-14	-1	-14	2	-16	0.4	-2	3	4
COc1cc2c(cc1NC(=O)C(C)N1CCN(S(=O)(=O)c3ccc(C)c(C)c3)CC1)oc1ccccc12 (centres undefined)	-2	-21	3	-10	-17[20 µM]	-0.092	0	6	-3
Oc1ccc(/C=N/Nc2nc(N3CCCC3)nc(N3CCCC3)n2)cc1O	-11	3	-4	-2	-19	-0.24	-16	-11	-3
Cc1cc(C(=O)Nc2c[nH]c(=O)[nH]c2=O)ccc1[N+](=O)[O-]	-4	-10	-6	-2	-21	1.5	-22	-6	-6
CCn1nc(NC(=O)c2ccco2)c2cc3ccccc3nc21	-30	-10	-5	-2	-12	-0.61	-10	17[fluorescence artefact?]	0
O=C(O)CCN1CCOCC1	6	-13	-3	-1	-17	0.8	-3	11	4
CS(=O)(=O)N(CC(=O)N1CCCC1)Cc1ccc(Cl)cc1	-1	-19	-14	9[fluorescence artefact?]	-4	1.7	-8	-14	-8
CCOC(=O)c1cc(-c2ccccc2)sc1NC(=O)C(C)OC(=O)c1cccc(S(=O)(=O)N(C)C)c1 (centres undefined)	-17	-12	-4	-3[fluorescence artefact?]	-30	-0.092	-9	-2[fluorescence artefact?]	-4
CCC(=O)N1CCc2cc(S(=O)(=O)CCC(=O)Nc3nc(C)cs3)ccc21	-4	16	0	-2	-9[20 µM]	0.44	-11	3	-4
CS(=O)(=O)c1ccc(Cl)c(S(=O)(=O)NCc2ccccc2)c1	-14	3	-5	-8	-20[20 µM]	0.43	-7	5[fluorescence artefact?]	-4
CCN(CC)C(=O)CSc1nc(C)cc(C)c1C#N	-5	-22	0	0	-13	1.1	6	36	5
C=CCOc1cccc(CNc2ccc3[nH]c(=O)[nH]c3c2)c1	1	7	-2	1	-21	-0.16	-24	-9	.
Cc1ccc(NC(=S)N(CCN(C)C)C(C)c2ccco2)c(C)c1 (centres undefined)	-16	-6	-9	-2	-5	0.13	-5	-1	-2
Cc1ccc(S(=O)(=O)NNC(=O)NC23CC4CC(CC(C4)C2)C3)cc1	-2	-10	-6	14	-19	0.12	-15	6[fluorescence artefact?]	-10

A different layout for part of the listing above.
mol | NCF1 inh | KLK5 inh | thrombin 1536 | eIF4E 4G PPI | Furin inhibitor | Cl transport mod | EBV gp42 block | 14-3-3 Bad PPI | Rad51 HR inh
CCC(=O)N1CCc2cc(S(=O)(=O)CCC(=O)Nc3nc(C)cs3)ccc21 | -4 | 16 | 0 | -2 | -9[20 µM] | 0.44 | -11 | 3 | -4
CS(=O)(=O)c1ccc(Cl)c(S(=O)(=O)NCc2ccccc2)c1 | -14 | 3 | -5 | -8 | -20[20 µM] | 0.43 | -7 | 5[fluorescence artefact?] | -4
CCN(CC)C(=O)CSc1nc(C)cc(C)c1C#N | -5 | -22 | 0 | 0 | -13 | 1.1 | 6 | 36 | 5

Continued.
SMILES	NCF1 inh	KLK5 inh	thrombin 1536	eIF4E 4G PPI	Furin inhibitor	Cl transport mod	EBV gp42 block	14-3-3 Bad PPI	Rad51 HR inh
COCCCN(C(=O)c1cc2c(s1)CCC2)c1c(N)n(Cc2ccccc2)c(=O)[nH]c1=O	0	17	-1	5	-16	-1.1	-10	-14	8
CCCCC1=CC2=CC(=O)C(C)(OC(=O)CC)C(=O)C2=CN1C1CCCCC1 (centres undefined)	8	2	-3	0	-11	-0.48	-2	-9	-1
O=C(Nc1ccc(S(=O)(=O)N2CCN(Cc3ccccc3)CC2)cc1)c1cnccn1	-24	1	-2	0	-11	0.18	-21	0[fluorescence artefact?]	9
O=C(NCCCN1CCCC1)c1ccc(CS(=O)(=O)c2ccc(Br)cc2)o1	-3	-1	26	4	2	-0.071	-15	9	.
Cc1c(NC(=O)C(C)c2ccc(CC(C)C)cc2)c(=O)n(-c2ccccc2)n1C (centres undefined)	-8	-34	0	0	-19[20 µM]	.	4	3	-5
CCC1(C)Cc2ccccc2C(Nc2c(C)n(C)n(-c3ccccc3)c2=O)=N1 (centres undefined)	3	-5	0	8	1[20 µM]	-0.78	-9	-18	1
O=C1OC(c2cccs2)=N/C1=C/c1ccc(-c2cccc(C(=O)O)c2)o1	-29	0	-3	36*	-9	-0.44	-60	76*	-15
COc1cc2c(c(O)c1OC)-c1c(cc(OC)c(OC)c1O)[C@@H](OC(=O)c1ccccc1)[C@@](C)(O)[C@@H](C)[C@@H]2OC(C)=O	-2	-3	-5	-4	-15	-0.71	-9	-6	-9
O=C(N1CCOCC1)N1CCN(c2ccccc2F)CC1	-8	-8	-9	-3	-16	.	-17	0	-8
Cc1ccc(C(=O)/C=C/Nc2ccc(S(=O)(=O)Nc3onc(C)c3C)cc2)cc1	-24	-17	-3	0	-19	-0.62	-3	-24	9
CC1CCCN(C(=O)Cc2ccc(F)cc2)C1 (centres undefined)	-9	20	13	-1	-17[20 µM]	0.56	-12	6	-4
N#Cc1ccsc1NC(=O)CSc1nnnn1-c1ccc(O)cc1	.	9	1	6	-33	-1	13	-1	.
CSCCc1nc(SCC(=O)Nc2nnc(C)s2)[nH]c1C	-3	-22	5	2[fluorescence artefact?]	-15[20 µM]	-0.26	-6	-9	-2
Cc1ccc(N2C(SCC(=O)O)=NC(=Nc3cccc(C)c3)C23CCCC3)cc1	-1	2	-4	1	-15	-0.8	-37	-13	9
CCOC(=O)Cn1cc(C#N)c2cccc(CC)c21	-5	6	1	3	-21	-0.99	-12	0	2
CC(O)CN1C(=O)C(CC(=O)Nc2ccc(Cl)cc2)SC1=Nc1ccccc1 (centres undefined)	-3	-11	3	1	-16[20 µM]	.	7	-9	16
O=C(Nc1ccccc1)Nc1scc2c1c(=O)oc1ccccc12	-14	6	0	-6	-29	-0.67	-14	-6	21
O=C(O)CSc1ccnc2cc(Cl)ccc12	3	1	0	4	14	0.89	5	6	-12
CNc1sc(C(=O)c2ccccc2F)c(N)c1-c1nc2ccccc2s1	-7	-133	4	-4[fluorescence artefact?]	-9[20 µM]	.	-11	5[fluorescence artefact?]	0
CC(C)OC(=O)/C(=C/c1cccnc1)NC(=O)c1ccccc1	-23	-4	-3	2	-25	-1.6	-14	6	8
COc1c(OC)c(O)c2c(=O)cc(-c3c(O)cccc3O)oc2c1OC	-1	5	2	-5	3	0.027	-16	-5	7
COC(=O)c1ccc(C(=O)N2CCCC(CNC(=O)c3ccccc3Cl)C2)cc1 (centres undefined)	8	7	-4	1	-17	0	-10	-4	4
COc1ccccc1C(=O)Nc1cc2c(ccc3ccccc32)oc1=O	-7	-19	-2	-9	-26[20 µM]	0.45	-14	7	.
CC(=O)N(C)c1ccc(NC(=S)Nc2ccc(C(C)C)cc2)cc1	-3	6	-2	-2	-21	-0.47	-7	-13	2
CC(C)CCn1cnc2c1c(=O)n(C)c(=O)n2C	-16	-13	1	3	-22[20 µM]	-0.019	-11	-12	-3
